# CDK5 inh = CDK5/p35 (human) kinase inhibition; Q00535+Q15078; Recombinant CDK5/p35, ADP-Glo luminescence, 60 min; inhibition, % at 10 µM; 330,000 tested, 0.01% active;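 active means highest replicate inhibition of at least 50% and at least 75% of replicates reaching 50%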;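 further: plate controls were DMSO neutral control for no effect and GW8510 at 10 µM for full effect; many of its hits are not listed in these tables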
# dFosB activator = enhances mouse delta FosB homodimer DNA binding; P13346; purified delta FosB, TAMRA-CDK5 oligo fluorescence polarization; percent of positive-control signal above neutral wells; activation, % at 25 µM; 340,000 tested, 0.99% active;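 active means mean activation above about 17%, with every replicate also reaching it, limit read from the data, passing the limit was not always enough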;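 further: fluorescence polarization rise as delta FosB binds a TAMRA Cdk5 AP-1 oligo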
# Target sequence (P13346 whole entry, looked up): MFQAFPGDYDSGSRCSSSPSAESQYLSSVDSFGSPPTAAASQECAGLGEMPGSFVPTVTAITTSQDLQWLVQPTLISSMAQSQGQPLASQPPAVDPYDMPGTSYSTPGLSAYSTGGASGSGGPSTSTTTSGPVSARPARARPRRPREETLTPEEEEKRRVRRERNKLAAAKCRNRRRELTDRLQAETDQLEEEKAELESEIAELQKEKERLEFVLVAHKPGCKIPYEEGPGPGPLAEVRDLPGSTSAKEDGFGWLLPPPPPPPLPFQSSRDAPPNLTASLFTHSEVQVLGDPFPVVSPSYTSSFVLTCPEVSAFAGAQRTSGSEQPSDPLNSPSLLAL
# Cardiac RTF inh = cardiac RTF calcium desensitization; P19429+P45379; inhibition, % at 7.15 µM; IANBD-labeled cardiac RTF, Ca2+ fluorescence; 340,000 tested, 0.12% active;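 active means inhibition above the mean inhibition of all tested compounds plus 3 SD, cut at about 17% in these data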;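 further: assay run at fixed EC70 calcium of 1.6 mM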
# PvdQ inh = blocks Pseudomonas aeruginosa PvdQ acylase activity; 340,000 tested, 0.063% active; purified PvdQ acylase, fluorescence plate reader; inhibition, % at 10 µM; in the data active means inhibition above about 30%, passing the limit was not always enough;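 further: 0% = vehicle neutral wells and 100% = reference inhibitor wells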
# C-LANA FP = blocks KSHV LANA C-terminal domain binding to DNA; AID 504423; 340,000 tested, 0.078% active; inhibition, % at 9 µM; MBP-C-LANA/FAM-LBS DNA binding, fluorescence polarization;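 active means highest replicate inhibition at or above 60% at 9 µM, even if other replicates fall short; inactive means all replicates below 60% inhibition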;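 further: 0% = neutral control wells and 100% = 4 µM acridine orange control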
# Rtt109 HAT inh = blocks Candida albicans Rtt109/Vps75 acetyltransferase activity | inhibition, % at 34.9 µM | purified Rtt109/Vps75, ThioGlo CoA-SH fluorescence, 4 h | 330,000 tested, 0.16% active | Q5AAJ8;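 active means inhibition of at least 50% in every replicate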
# Target sequence (Q5AAJ8 whole entry, looked up): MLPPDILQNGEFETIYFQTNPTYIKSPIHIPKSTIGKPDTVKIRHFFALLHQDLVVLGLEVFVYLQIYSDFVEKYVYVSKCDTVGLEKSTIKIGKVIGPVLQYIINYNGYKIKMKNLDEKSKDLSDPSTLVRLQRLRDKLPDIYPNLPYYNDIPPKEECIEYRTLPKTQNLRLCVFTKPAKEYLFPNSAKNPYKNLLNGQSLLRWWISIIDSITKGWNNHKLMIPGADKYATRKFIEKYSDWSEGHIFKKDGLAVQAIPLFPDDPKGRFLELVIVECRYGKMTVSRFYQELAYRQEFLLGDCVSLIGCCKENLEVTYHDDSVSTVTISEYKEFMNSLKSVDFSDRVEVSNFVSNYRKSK
# RTF Ca sens act = increases calcium sensitivity of human cardiac regulated thin filaments. P19429+P45379. IANBD-labeled TnC RTF fluorescence at EC20 calcium; 0% EC20 calcium, 100% full calcium. activation, % at 7.2 µM. 340,000 tested, 0.24% active. AID 493008;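 active means activation above the mean over all tested compounds plus 3 SD, cut at about 30% in these data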;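 further: rise in fluorescence read as greater calcium sensitivity of cardiac thin filaments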
# NSD2 inh = NSD2 (human) methyltransferase inhibition; NSD2 peptide methylation, AlphaScreen, 120 min; inhibition, % at 12.5 µM; 310,000 tested, 0.54% active; in the data active means inhibition above about 50%
# PfHsp90 yeast 2 = growth inhibition of yeast expressing Plasmodium Hsp90; S. cerevisiae expressing PfHsp90, BacTiter-Glo ATP, 48 h; yeast lacking PDR1 and PDR3 efflux regulators; 310,000 tested, 0.32% active; inhibition, % at 9.4 µM;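 active means every replicate shows inhibition above about 80%, whatever the replicate mean, limit read from the data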;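 further: 0% = DMSO neutral controls and 100% = 20 µM radicicol positive controls; yeast relying on Plasmodium falciparum Hsp90 in place of its own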
# Keap1-Nrf2 PPI = disrupts human Keap1 binding to Nrf2 peptide; inhibition, % at 9.4 µM; Q14145; Keap1 Kelch-Nrf2 peptide fluorescence polarization, 1536-well; 340,000 tested, 0.15% active; in the data active means inhibition above about 12%;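 further: human Keap1 Kelch domain with fluorescein labeled Nrf2 9mer peptide probe; 0% = neutral control wells and 100% = peptide positive control; higher means more block of Keap1 binding to Nrf2 peptide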
# SUMO Mot1 rescue = inhibitors of SUMOylation pathway: yeast Mot1-301 growth rescue; 320,000 tested, 1% active; S. cerevisiae Mot1-301 growth rescue, ATP luminescence, 38.5C; percent above DMSO median, 100 means doubled; AID 2716; growth rescue, % at 18.8 µM;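 active means every valid replicate shows activation above 250% relative to neutral control wells; inactive means the rest, any valid replicate at or below 250%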;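 further: OY570 slx delta 5 strain wells were the positive control but not used for scaling; some compounds called inactive have numbers as strong as hits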
# An asterisk follows results filed as active; x = not tested or not shown; + = active, no number. Compounds as they come (roughly 3.2% active in at least one column).
SMILES,CDK5 inh,dFosB activator,Cardiac RTF inh,PvdQ inh,C-LANA FP,Rtt109 HAT inh,RTF Ca sens act,NSD2 inh,PfHsp90 yeast 2,Keap1-Nrf2 PPI,SUMO Mot1 rescue
O=CN(Cc1nc2ccccc2[nH]1)c1ccc(C(=O)O)cc1,0.6,10,3,-8,2.6,-6,6,-4,-1,2,x
CCc1ccc2c(CN3CCN(Cc4ccccc4)CC3)cc(=O)oc2c1,0.8,-10,3,5,-0.9,20,3,3,22,-3,15
O=c1[nH]c(=O)n(Cc2ccco2)c2c1C(C(F)(F)F)(C(F)(F)F)N=C(CCc1ccccc1)N2,0.9,-3,-9,-12,0.5,-11,-3,0,4,-5,2
COc1ccc(-c2csc(NC(=O)C3CCN(c4ncnc5sc(C)c(C)c45)CC3)n2)cc1OC,-1.1,26*,-1,-2,-2.1,11,-2,-7,-12,0,47
COc1ccc(C(=O)Nc2ccc(C)cn2)cc1S(=O)(=O)N1CCCc2ccccc21,-1.2,9,-11,-6,0.9,-21,-17,-2,20,4,x
CC(C)n1cnc2c(NCc3ccc(S(N)(=O)=O)cc3)nc(NCc3ccc(S(N)(=O)=O)cc3)nc21,1.6,6,3,-12,1.9,-1,-1,x,x,-3,-3
Cc1nnc(C)n1/N=C/c1cccn1C,-1.3,-5,-4,-1,-0.4,-1,-10,x,4,-2,-7
Cc1ccc(N2CC(C(=O)Nc3ccc(S(=O)(=O)Nc4nccs4)cc3)CC2=O)cc1 (centres undefined),-1.7,-13,2,-8,1.3,-5,8,-1,11,1,3
O=C(O)C1=C[C@H](c2csc3ccccc23)C[C@H](OCCCCO)O1,-0.1,-10,-21,-7,-0.4,5,4,x,-20,3,-14
COc1ccc(OCc2ccc(/C=N\NC(=O)c3sccc3C)o2)cc1,0.7,-2,-1,-5,-1.2,-6,-3,1,-2,-2,0
O=C(CSc1ncnc2ccccc12)Nc1ccc2c(c1)OCO2,-0.3,-1,-10,-20,-0.2,15,5,x,-5,-2,-21
CCCCc1ccc(NC(=S)Nc2cccnc2)cc1,0.0,-6,-8,11,0.0,-8,4,2,-3,-3,-9
Cc1ccc(NC(=O)OCc2cn(-c3ccc(Cl)cc3)nn2)cc1,-3.1,-6,-2,-10,-0.8,x,3,1,x,-3,x
CCNc1nc(CC)nc2c1oc1ccccc12,2.9,-13,3,-8,-3.3,1,3,0,x,-7,0
CCOc1ccc(C(=O)N2CCc3cc(OC)c(OC)cc3C2)cc1OCC,2.2,4,-8,-15,-0.6,-1,-4,0,16,-2,13
CNc1nc(Cl)c(SC)c(NCc2ccc(F)cc2)n1,-0.4,1,-6,-7,-0.1,-6,-2,-1,-26,2,18
CCCCn1c2nc3ccccc3nc2c2c(=O)n(CC(C)C)cnc21,-1.6,-9,-1,-7,0.4,-3,-4,x,-70,-3,x
c1ccc(N2CCN(c3nnc(Cc4cccnc4)c4ccccc34)CC2)nc1,4.8,-3,0,1,-0.8,9,-6,12,25,1,16
COc1ccc(OC)c(C(=O)Nc2c(O)ccc3ccccc23)c1,0.5,-12,-6,7,-1.5,0,8,52*,1,-4,-3
c1ccc(CN=C2NN=C(c3cc4ccccc4o3)CS2)cc1,0.1,-11,4,0,-1.2,17,5,6,-2,2,-7
O=C(Cc1ccc(Cl)cc1)Nc1cccc(-c2nnc(-c3ccco3)o2)c1,-0.7,1,1,2,0.5,4,5,36,x,1,1
CC1SCC(=O)N(CC(=O)Nc2ccc3c(c2)OCO3)C1=O (centres undefined),-1.3,-2,-5,-4,0.8,0,7,-1,18,1,0
CCOC(=O)C1=C(COC(=O)CNC(=O)c2cccc(C)c2)NC(=O)NC1C (centres undefined),-0.4,-7,-3,-12,-0.5,3,-1,-9,x,0,19
CN1CCN(C(=O)c2cc(COc3ccccc3)on2)[C@@H](c2ccccc2)C1,0.7,-11,-4,-14,-0.2,0,5,-2,5,1,-10
CN(C(=O)CSc1nc2ccc(Br)cc2c(=O)n1Cc1ccco1)C1CCS(=O)(=O)C1 (centres undefined),0.8,-7,5,-8,3.9,-5,3,11,-20,-1,1
CC1=C(C)C(OCCCl)N(c2cc(O)c(Cl)cc2F)C1=O (centres undefined),1.0,1,3,-7,18,5,5,x,20,-1,x
CCN(C(=O)Cc1ccc(Br)cc1)C1CCCCC1,0.2,-7,-8,-12,-1.1,4,2,-2,20,-1,8
COc1ccc(N(C)S(=O)(=O)c2cccc(C(=O)Nc3ccc(-n4cnnn4)cc3)c2)cc1,-8.5,-2,-6,-14,1.2,-7,-5,0,-7,-5,119
CCCc1cc(=O)oc2cc(C)cc(OCC(=O)Nc3ccc(S(N)(=O)=O)cc3)c12,-0.4,4,-1,9,0.3,29,-2,-1,-33,-1,10
CCCNC(=S)N1CCC(C(=O)c2ccc(OC)cc2)CC1,-6.5,-9,-11,-11,-1.0,2,-2,2,-6,-6,18

# Arranged by SMILES length (smallest number first): part of the list above
SMILES,CDK5 inh,dFosB activator,Cardiac RTF inh,PvdQ inh,C-LANA FP,Rtt109 HAT inh,RTF Ca sens act,NSD2 inh,PfHsp90 yeast 2,Keap1-Nrf2 PPI,SUMO Mot1 rescue
CC1SCC(=O)N(CC(=O)Nc2ccc3c(c2)OCO3)C1=O (centres undefined),-1.3,-2,-5,-4,0.8,0,7,-1,18,1,0
CCCCn1c2nc3ccccc3nc2c2c(=O)n(CC(C)C)cnc21,-1.6,-9,-1,-7,0.4,-3,-4,x,-70,-3,x
c1ccc(N2CCN(c3nnc(Cc4cccnc4)c4ccccc34)CC2)nc1,4.8,-3,0,1,-0.8,9,-6,12,25,1,16

# (listing goes on)
SMILES,CDK5 inh,dFosB activator,Cardiac RTF inh,PvdQ inh,C-LANA FP,Rtt109 HAT inh,RTF Ca sens act,NSD2 inh,PfHsp90 yeast 2,Keap1-Nrf2 PPI,SUMO Mot1 rescue
CCC(CC)c1nnc(NC(=O)c2cc(C(=O)OC)cc([N+](=O)[O-])c2)s1,2.8,-6,7,7,-1.2,5,0,-1,5,1,400*
CN1CCN(c2ccccc2NC(=O)c2ccccc2F)CC1,0.4,-10,-3,-12,-2.4,0,0,x,20,-6,-11
O=C1Cn2c(nc3ccccc32)-c2ccccc2N1,1.0,-14,5,0,0.4,0,6,4,-12,-2,-4
COc1ccccc1NC(=O)C(C)N(C)CC(=O)Nc1cccc2ccccc12 (centres undefined),2.3,-14,-2,-14,-0.4,-16,-2,-1,x,-6,-20
CCOc1ccc(N(CC(=O)NC(C(C)C)C(C)C)S(=O)(=O)c2ccc(OC)c(OC)c2)cc1,2.1,-10,10,2,0.4,6,-1,-1,-14,-1,6
CCCCOc1ccc(N2C(=O)CC(NCCc3ccc(S(N)(=O)=O)cc3)C2=O)cc1 (centres undefined),x,-6,-17,-9,1.2,3,4,0,-11,-5,1
N#C/C(=C\c1ccccc1)C(=O)NC1CC1,1.3,-5,-5,2,8.9,7,-3,-2,-1,2,48
CC(=O)Nc1ccc(S(=O)(=O)N2CCC(c3nc4c(nnn4Cc4ccccc4Cl)c(=O)[nH]3)CC2)cc1,-2.0,-10,-20,-3,-0.2,10,-4,2,-2,1,8
O=S(=O)(Cc1ccc(Cl)cc1)Nc1ccc2c(c1)OCO2,-0.4,-1,-6,-11,0.5,1,3,0,10,-8,22
CN1CCC(N(C)S(=O)(=O)c2ccc(NC(=O)COc3ccc(F)cc3)cc2)CC1,-0.1,2,-10,-13,0.4,-3,6,4,48,3,-12
CN(Cc1c(F)cccc1Cl)C(=O)C1=CC=CN2CCS(=O)(=O)N=C12,0.2,0,-3,-14,-0.3,3,-1,1,-10,-5,-3
CC(C)NC(=O)C1CCN(C2CCN(Cc3cn[nH]c3-c3ccccc3)CC2)CC1,-0.1,5,8,4,-1.3,-1,-2,-2,1,0,61
Cc1onc(-c2ccccc2Cl)c1C(=O)NCc1cccs1,-1.5,-2,-11,-12,0.3,-20,-5,-6,19,-3,-3
COC(=O)C1=C(C)N(C)C(=O)/C1=C\c1ccco1,1.5,6,-5,-16,-0.3,7,4,7,-18,-2,x
CCOc1ccc(N2C(=O)C3Sc4[nH]c(=O)sc4C(c4ccc(OC)c(OC)c4)C3C2=O)cc1 (centres undefined),-1.7,-5,-21,-9,-2.2,4,2,4,15,-4,-2
Nc1nc(-c2ccc(-c3ccccc3)cc2)cs1,2.8,-9,-6,-4,-2.4,-8,-1,-3,-92,-7,-33
COc1ccc(-c2cc(C(=O)Nc3ccc(S(=O)(=O)Nc4onc(C)c4C)cc3)c3ccccc3n2)cc1OC,1.4,-2,-14,6,-2.3,30,2,5,-13,2,13
COc1ccc2oc(C(=O)N(Cc3ccco3)Cc3cccs3)c(C)c2c1,-0.5,-6,-3,-6,-0.3,6,-5,2,15,-7,18
Cc1ccccc1Cn1c(=O)n(CCCC(=O)NCc2ccco2)c(=O)c2ccccc21,0.6,3,-8,-12,2.6,11,-4,1,8,-1,-10
N#C/C(=C/c1ccc(C(=O)O)cc1)C(=O)NCc1ccccc1,0.9,7,-3,-2,-0.1,3,-1,0,-5,1,-8
O=[N+]([O-])c1ccc([C@H](O)[C@H](CO)N=Cc2ccccc2O)cc1,-0.3,0,-5,-14,2.6,4,2,-3,10,0,-1
CCOc1ccc(C(=O)Nc2ccc(C(F)(F)F)n(C)c2=O)cc1,-5.0,-3,-2,-13,1.5,x,-2,-1,-8,-8,+
CC(C)CNC(=O)c1cc2nc3c(c(C(F)(F)F)n2n1)CCc1ccccc1-3,-0.2,-11,-5,-13,-0.9,-8,5,-2,-12,-2,2
COc1cc(NC(=O)c2ccccc2)c(OC)cc1NC(=O)CSc1[nH]c(=O)cc(C)c1C#N,1.8,5,-7,-18,-0.6,-8,-5,130*,6,3,1
Cc1cccn2cc(-c3cccc(S(=O)(=O)N4CCCCC4)c3)nc12,-1.3,-4,1,-5,-1.6,5,-6,0,-5,3,-15
O=C(NN1C(=O)C2C3CCC(O3)C2C1=O)c1ccc(Cl)cc1 (centres undefined),-1.0,-3,-4,4,1.7,11,-4,-2,-4,-7,-13
CC(OC(=O)c1cc(S(=O)(=O)N2CCOCC2)ccc1F)C(=O)NCc1ccc2c(c1)OCO2 (centres undefined),-0.1,-4,-2,0,0.7,0,0,9,-9,1,374*
CCN(CC)c1ccc(CC(=O)NC(C)Cc2ccccc2)cc1 (centres undefined),0.2,-6,3,-6,2.5,-4,5,9,-22,-4,-10
O=c1c(Cc2ccc(Cl)cc2)c(O)ccn1Cc1ccncc1,-6.0,0,11,-4,0.4,-11,1,-1,6,0,78
CCOc1ccccc1CN1CCN(Cc2ccc(C)o2)CC1CCO (centres undefined),-1.5,-1,-4,-14,0.4,5,-4,-2,-8,-4,-12
CCC(CC)NC(=O)C1CCN(S(=O)(=O)c2cccs2)CC1,-0.3,-6,-10,-12,0.4,4,-1,2,6,4,-23
Cc1ccccc1-n1cc(CNC(=O)CCc2nnc(CCc3ccccc3)o2)cn1,-1.8,-7,-9,-12,-4.2,5,1,-6,-27,-11,109
Cc1nc(Cc2ccc(OC(C)C)cc2)[nH]c(=O)c1CC(=O)O,0.0,0,-9,-15,1.8,-18,5,-3,x,-1,-13
Cc1nc(C(F)(F)F)c(C(=O)N/N=C(\N)c2cccnc2)s1,0.7,-1,-9,10,1.0,-6,-2,-1,8,1,-4

# Source: PubChem BioAssay (several laboratories)
